# Screening data as filed in PubChem.
# NPY-Y2 antag – blocks the human neuropeptide Y Y2 receptor | NPY-Y2 expressing cells, antagonist mode | inhibition, % at 2.7 µM | AID 793 | hit rate 0.99% among 140,000 | P49146; in the data active = inhibition above about 17%;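 note: 0% = vehicle with agonist challenge and 100% = reference antagonist with challenge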
# Target sequence (P49146 whole entry, looked up): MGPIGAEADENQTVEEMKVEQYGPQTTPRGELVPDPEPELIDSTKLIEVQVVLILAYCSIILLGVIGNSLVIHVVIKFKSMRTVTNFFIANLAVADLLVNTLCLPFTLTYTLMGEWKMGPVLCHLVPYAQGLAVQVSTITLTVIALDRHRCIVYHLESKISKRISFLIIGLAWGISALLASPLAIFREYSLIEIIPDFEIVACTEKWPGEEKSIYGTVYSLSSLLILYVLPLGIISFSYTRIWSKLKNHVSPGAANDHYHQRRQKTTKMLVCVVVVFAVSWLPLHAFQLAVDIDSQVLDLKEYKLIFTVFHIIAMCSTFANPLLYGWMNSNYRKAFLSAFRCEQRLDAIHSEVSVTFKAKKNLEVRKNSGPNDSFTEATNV
# BB579 growth dn – yeast BB579 growth reduction in restrictive medium | S. cerevisiae BB579 growth, OD615, 48 h | inhibition, % at 10 µM | hit rate 0.51% among 140,000 | AID 804;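 active = inhibition above a set limit, 3 SD over the mean compound inhibition, cut at about 44% in these data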; note: inactives centre near -24
#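 Test system: DeaD yeast strain BB579 / Buffer or medium: restrictive glucose-based CSMM-D medium / Doses: single 10 µM dose / Schedule: 4 h cell preincubation, 48 h compound exposure, 30 °C humidified / Technique: culture absorbance at 615 nm / Controls: amphotericin B positive control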
# bCat KO growth – beta-catenin-lacking colon tumor cell growth suppression; HCT116 beta-catenin knockout viability, CellTiter-Glo, 60 h; hits give low values; viability, % at 10 µM; hit rate 1.5% among 140,000;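 active = viability at or under a set limit, the compound median less 4 SD, cut at about 6% in these data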;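 note: 0% = Hyamine 1622 control at 20 µM and 100% = untreated cell control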
# E-sel TNF inh – TNF alpha driven E-selectin expression inhibition | HUVEC TNFa-induced E-selectin immunofluorescence, high content | inhibition, % at 2 µM | hit rate 0.71% among 120,000;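 active = inhibition above the batch mean plus 3 SD, and confirmed as a hit on visual image review, cut at about 43% in these data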;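 note: 0% = TNF-stimulated DMSO wells and 100% = unstimulated control wells; not every result past the cut was called active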
# Phagocytosis inh – blocks phagocytosis by macrophages; inhibition, % at 5 µM; AID 1029; hit rate 0.07% among 110,000; J774A.1 macrophage IgG-bead phagocytosis, imaging;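 active = inhibition above the mean of the plate negative controls plus 5 SD, cut at about 13% in these data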;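 note: phagocytic index as fraction of beads internalized from green versus red external bead signal; plate controls were DMSO negative control for no effect and cytochalasin-D positive control for full effect; some results beyond the cut were filed as inactive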
# HCT116 PTEN-null – suppresses growth of cells with PTEN deletion. HCT116 PTEN-null viability, CellTiter-Glo, 60 h; hits give low values. viability, % at 10 µM. hit rate 1.2% among 140,000;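 active = viability at or below a set limit, 4 SD under the median of all tested compounds, cut at about 3.7% in these data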;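 note: PTEN knockout HCT116 line with beta catenin targeted HCT116 as companion control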
# MRP-1 activ – activates MRP-1 | hit rate 0.61% among 140,000 | viability increase, % at 10 µM | AID 799 | H69AR cells + doxorubicin, viability rescue, CellTiter-Glo;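 active = viability gain under doxorubicin at or above a set limit, the compound median plus 3 SD, cut at about 4.7% in these data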;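 note: MRP-1 overexpressing cells given doxorubicin 25 µM after compound pretreatment; 18-22 h compound pretreatment then 72 h with doxorubicin before readout; 0% = doxorubicin-only wells and 100% = vehicle-treated cells without doxorubicin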
# Measles CPE – protection of cells from measles virus. Measles virus-infected cells, CPE protection, absorbance. protection (pct of control), % at 4 µM. hit rate 1.5% among 140,000; in the data active = protection mostly above about 24%, no sharp cut-off; inactive = mostly below about 26%; note: some compounds called inactive have numbers as strong as hits
# GALR2 antag – antagonists of human galanin receptor 2 (GALR2); hit rate 0.39% among 140,000; GALR2-expressing cells, antagonist mode; O43603; inhibition, % at 4 µM; AID 828; in the data active = inhibition above about 27%;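 note: cells stimulated with galanin 1-16 at roughly its EC80; 0% = agonist challenge control and 100% = basal control without agonist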
# Target sequence (O43603 whole entry, looked up): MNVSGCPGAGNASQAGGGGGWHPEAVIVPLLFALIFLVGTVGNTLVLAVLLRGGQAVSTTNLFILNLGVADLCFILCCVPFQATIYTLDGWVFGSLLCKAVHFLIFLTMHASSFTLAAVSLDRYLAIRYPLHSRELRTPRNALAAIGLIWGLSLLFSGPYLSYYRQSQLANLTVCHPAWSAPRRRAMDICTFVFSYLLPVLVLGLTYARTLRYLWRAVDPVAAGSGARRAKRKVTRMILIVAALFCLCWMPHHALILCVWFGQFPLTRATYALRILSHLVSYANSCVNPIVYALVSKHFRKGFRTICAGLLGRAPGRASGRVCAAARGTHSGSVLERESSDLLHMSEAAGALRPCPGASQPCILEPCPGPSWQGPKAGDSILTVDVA
# Yeast life ext – extends the lifespan of yeast. S. cerevisiae growth with nicotinamide, OD615; deaD strain in restrictive glucose medium. inhibition of the nicotinamide effect, % at 10 µM. hit rate 0.68% among 130,000. AID 775;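 active = inhibition above a set limit, placed 3 SD over the median of all compounds, cut at about 26% in these data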;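 note: 0% = nicotinamide-treated wells and 100% = cells grown without nicotinamide; some compounds called inactive have numbers as strong as hits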
#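 Measured by: optical density (absorbance) at 615 nm; System: modified budding yeast, DeaD strain; Medium: restrictive CSMM-D dextrose medium; Timing: 4 h preincubation then 48 h treatment at 30 °C.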
# An asterisk follows results filed as active; . = not tested or not shown.
nr	smiles	NPY-Y2 antag	BB579 growth dn	bCat KO growth	E-sel TNF inh	Phagocytosis inh	HCT116 PTEN-null	MRP-1 activ	Measles CPE	GALR2 antag	Yeast life ext
1	N#Cc1ccc(NC(=O)COC(=O)CCNS(=O)(=O)c2ccccc2)cc1	2	-30	97	.	-12	105	-0.4	17	5	7
2	Cc1ccc(C(C(=O)NC2CCCC2)N(Cc2cccs2)C(=O)c2csnn2)o1 (configuration not stated)	4	-33	94	17	.	96	-1.8	12	10	.
3	c1ccc2[nH]c(SCc3ccc(-c4nnco4)cc3)nc2c1	2	-21	89	-6	0	82	-0.5	16	12	-12
4	CC(C)N1C(=O)C2C(C(=O)NC3CCCCC3)C3C=CC2(O3)C1C(=O)NC1CCCC1 (configuration not stated)	0	-14	94	-14	0	90	0.1	10	-2	-3
5	O=C(O)CN(c1ccccc1)C1SC(=O)NC1=O (configuration not stated)	2	-20	88	12	-1	94	-3.9	15	-5	-5
6	Cc1ccc(Cn2cccc2/C=C2/C(=N)N3C=CSC3=NC2=O)cc1	5	-33	62	-7	-5	28	-3.5	7	13	2
7	Cc1sc2nc(C3CC3)nc(SCC(=O)N3c4ccccc4CC3C)c2c1C (configuration not stated)	2	-44	43	.	1	37	-3.3	64*	-7	5
8	COc1ccc(CNC(=O)CSCc2cccc(Cl)c2)cc1	7	-5	92	.	-7	97	1.4	2	-4	-3
9	Cc1cccc(Cn2nnc3c2C(=O)c2ccccc2C3=O)c1	0	10	4.5*	-11	.	3.0*	-6.6	8	1	.
10	COc1cc(/C=N/NC(=O)c2cncc(Br)c2)ccc1OC(=O)c1ccc2c(c1)OCO2	1	-37	77	-11	-2	74	-2.4	15	-1	-35
11	COc1cccc(-n2nnc3c(=O)n(Cc4ccccc4Cl)cnc32)c1	5	-14	95	-13	.	91	0.1	25	-6	.
12	O=C(c1cc(Cl)nc2ccccc12)N1CCCCC1	0	-36	106	.	.	93	-0.8	6	9	-15
13	COc1ccc(-c2nc(C(F)(F)F)c(OC)o2)cc1OC	5	-14	95	22	-7	88	1.2	5	-3	-6
14	O=C(O)c1nc(-c2ccccc2)n(-c2ccccc2)n1	7	-25	96	9	1	102	1.3	4	-3	9
15	O=C(NCCN1C(=O)C2C3C=CC(C3)C2C1=O)N1CCOCC1 (configuration not stated)	3	-37	107	.	0	102	-0.3	11	-2	-5
16	COC(=O)Nc1nnc(SCc2ccc(C)cc2)s1	7	-1	99	-22	.	100	-0.3	5	-1	.
17	Nc1nc2c(s1)C(=O)CCC2	3	-2	97	1	0	102	-0.2	3	7	0
18	NC(=O)c1c(NC(=O)CSc2nnc(-c3ccccc3)n2CC2CCCO2)sc2c1CCC2 (configuration not stated)	-2	-53	86	-24	.	96	-0.7	2	5	-14
19	COc1ccc(CC(=O)NCC(=O)N/N=C/c2ccc(C)o2)cc1	2	-14	94	-29	-7	92	0.5	37	-6	-1
20	Cc1ccccc1Nc1nc(-c2sc(NC(=O)c3ccc([N+](=O)[O-])cc3)nc2C)cs1	-1	-32	97	14	.	93	-0.4	12	3	-10
21	Cc1ccc(OCC(=O)Nc2cccc(-c3nnc(-c4ccccc4)o3)c2)c(C)c1	13	-39	71	4	.	72	-2.4	9	-3	.
22	CC(=O)C(Sc1ccc2nnc(-c3ccc(C)cc3)n2n1)C(C)=O	1	-70	93	-6	-2	99	-0.9	6	11	-3
23	COCCCNC(=O)CCC(=O)NNc1nc2ccccc2c2nc(-c3ccccc3)nn12	0	-18	77	.	-4	88	-3.4	4	-1	-4
24	CCn1c(COc2cccc(OC)c2)nnc1SCC(=O)Nc1cccc(OC)c1	-1	13	102	12	-1	92	-2.7	5	3	-12
25	O=C(Nc1ccccc1Sc1ccccc1)C1CCCO1 (configuration not stated)	2	-24	100	-1	2	91	-2.3	5	-18	-21
26	Cc1c(C=O)c2ccccn2c1C(=O)c1ccccc1	2	35	90	9	.	83	-3.9	12	3	-3
27	Cc1nc(-c2ccccc2)sc1C(=O)CSc1ccc(Cl)cc1	20*	-19	91	-11	-1	86	-1.2	14	-3	-21
28	Cc1cc(C(=O)COC(=O)c2cc(Cl)ccc2N)c(C)n1Cc1ccco1	1	-34	95	-7	-4	78	3.1	30	9	3
29	Cc1ccc(-c2cc(C(=O)N3CCN(c4ccc(F)cc4)CC3)c3ccccc3n2)o1	12	6	64	6	8	58	-3.3	11	-2	-12
30	Cc1cc(Nc2ccc(F)cc2F)n2nc(C)nc2n1	1	-33	86	-15	.	93	-2.2	16	2	-1
31	COc1ccc(OC)c(S(=O)(=O)NCCC2=CCCCC2)c1	1	-25	79	-14	1	83	-3.9	5	3	-26
32	COC(=O)c1ccc(OCCn2cnc3ccccc3c2=O)cc1	2	-37	101	-33	0	114	-0.7	8	22	-12
33	O=c1cccc2n1Cc1cc3ccccc3nc1-2	-2	46*	87	.	.	84	-0.8	2	-13	-5
34	Clc1ccc(C(c2ccccc2)N2CCNCC2)cc1 (configuration not stated)	3	-39	36	-6	0	30	-2.4	4	-8	-6
35	O=C1CN(c2nc(-c3ccccc3)c3cc(Br)ccc3n2)c2ccccc2N1	1	-46	16	12	0	9	-5.3	6	-8	-12
36	COc1ccc(NCC(=O)N/N=C/c2c(C)nn(Cc3ccccc3)c2Cl)cc1	-1	-21	84	.	-3	104	-1.3	6	-5	0
37	CCOc1cc(CNC2CCCC2)cc(Cl)c1OCc1ccccc1	14	-13	1.6*	4	4	1.8*	-6.6	4	-4	-12
38	COC(=O)c1ccc(CSc2nc3c(c(=O)n2-c2ccccc2)SCC3)o1	4	-5	81	6	2	91	-0.7	20	-3	-7
39	N#CC1=C(N)Oc2cc(N)ccc2C1c1cccnc1 (configuration not stated)	0	-54	57	-1	-3	59	-4.1	10	4	5
40	O=C1CC(N2C(=O)/C(=C/C=C/c3ccccc3)SC2=S)C(=O)N1c1ccccc1 (configuration not stated)	1	-27	56	.	-4	37	1.4	2	7	7
41	COC(=O)c1c(NC(=O)c2cnccn2)sc2c1CCC2	-1	3	87	-11	-2	93	-2.6	12	-3	-18
42	COc1ccc(NC(=O)CN2C(=O)C(c3ccccc3)=NC23CCCCCC3)cc1	9	13	95	-1	-4	94	-3.4	4	3	-5
43	Cc1nc(SCC(=O)NCCc2ccc(Cl)cc2)nc(C)c1C	5	-13	88	.	.	88	-1.5	13	1	4
44	CN(C)c1cccc(C(=O)Nc2cc(C(F)(F)F)ccc2-n2cnc3ccccc32)c1	4	-27	71	-13	-8	62	-1.9	5	-6	7
45	Cc1nn(CC(=O)OCC(=O)Nc2ccccc2[N+](=O)[O-])c(C)c1[N+](=O)[O-]	2	-3	97	-7	-6	94	-1.7	6	13	1
46	Cc1nn(-c2ccccc2)c2sc(-c3n[nH]c(=S)o3)cc12	2	72*	92	11	0	84	-0.9	0	0	-23
47	O=C(/C=C/c1ccc(Cl)cc1Cl)NC(=S)Nc1ccccn1	3	-33	93	10	-4	82	-5.8	19	-3	-22
48	CCCn1nc2cc(C(=O)NC3CCCc4ccccc43)ccc2c1OCC (configuration not stated)	0	-50	103	-8	.	86	0.5	3	-6	-20
49	CC(c1ccccc1)N(NC(=O)C(O)(c1ccccc1)c1ccccc1)C(=O)c1ccccc1 (configuration not stated)	31*	-26	36	-10	-3	1.7*	-3.8	8	1	1
50	COc1ccc(C2N(c3ccc(OC)cc3)C(=O)C3CCCN32)cc1 (configuration not stated)	-1	21	83	10	0	97	-1.2	10	6	-9

# Another view of part of the listing above.
[47] O=C(/C=C/c1ccc(Cl)cc1Cl)NC(=S)Nc1ccccn1
  NPY-Y2 antag = 3	BB579 growth dn = -33	bCat KO growth = 93	E-sel TNF inh = 10	Phagocytosis inh = -4	HCT116 PTEN-null = 82	MRP-1 activ = -5.8	Measles CPE = 19	GALR2 antag = -3	Yeast life ext = -22

[46] Cc1nn(-c2ccccc2)c2sc(-c3n[nH]c(=S)o3)cc12
  NPY-Y2 antag = 2	BB579 growth dn = 72*	bCat KO growth = 92	E-sel TNF inh = 11	Phagocytosis inh = 0	HCT116 PTEN-null = 84	MRP-1 activ = -0.9	Measles CPE = 0	GALR2 antag = 0	Yeast life ext = -23

# More results follow.
nr	smiles	NPY-Y2 antag	BB579 growth dn	bCat KO growth	E-sel TNF inh	Phagocytosis inh	HCT116 PTEN-null	MRP-1 activ	Measles CPE	GALR2 antag	Yeast life ext
51	O=C(CCl)NCc1c(Cl)cccc1-n1cccc1	2	-18	12	-36	.	11	-3.3	5	-3	-3
52	COc1ccc(OC)c(C2=Nn3c(nnc3C3CCCCC3)SC2)c1	4	-60	64	16	-3	72	0.6	6	-11	-13
53	CCOC(=O)N1CCN(S(=O)(=O)c2cccc3ccc(C)nc23)CC1	2	-24	92	-1	-1	93	-0.7	14	0	0
54	COc1cccc(-c2cc(C(=O)Nc3cc(OC)c(OC)c(OC)c3)no2)c1	4	-11	33	-24	1	24	-0.3	3	-7	-16
55	Cc1cc(NC(=O)CCC(=O)N(CC(=O)NCC2CCCO2)c2ccc3c(c2)OCCO3)no1 (configuration not stated)	-1	-11	96	-13	.	94	0.8	9	-2	.
56	COc1cc2c(cc1NC(=O)C(C)Sc1ccc(NC(C)=O)cc1)oc1ccccc12 (configuration not stated)	-2	-27	59	7	-11	40	-3.4	6	9	-1
57	COc1ccccc1-n1cnc2c(c1=O)c1nc3ccccc3nc1n2CCc1ccccc1	-1	-25	66	-8	-3	62	2.1	7	7	3
58	Cc1cc(S(=O)(=O)n2cnc3cc([N+](=O)[O-])ccc32)ccc1Cl	5	-34	88	.	-6	94	-0.8	2	3	10
59	COc1ccccc1C1C(C(=O)c2sc(C)nc2C)=C(O)C(=O)N1CCN1CCOCC1 (configuration not stated)	0	-15	98	.	-1	102	7.6*	10	7	0
60	Cc1ccc(-c2nc(SCC(=O)NCC3CCCO3)c(-c3ccccc3)[nH]2)cc1 (configuration not stated)	2	-5	77	-9	.	80	-3.0	3	14	3
61	C[C@@H]1NC(=O)c2cc([N+](=O)[O-])cc(F)c2NCCC[C@@H](C(N)=O)NC(=O)[C@H](CC(N)=O)NC1=O	-1	-35	95	1	.	94	0.1	12	-1	1
62	COC(=O)c1ccc(NC(=O)CSc2nnc(COc3c(C)cccc3C)o2)cc1	1	-50	103	.	0	105	1.8	17	-5	-4
63	O=C(CSc1nc2ccccc2[nH]1)NC1CCS(=O)(=O)C1 (configuration not stated)	2	-72	103	-66	-1	108	-0.1	7	0	-8
64	CCCCOc1ccc(Cl)cc1CSc1n[nH]c(C)n1	2	11	67	-10	.	64	-1.3	2	7	-13
65	Cc1ccc(/C=C(\NC(=O)c2ccccc2)C(=O)NC(Cc2ccccc2)C(=O)O)cc1 (configuration not stated)	2	-24	88	.	.	98	-0.7	8	12	19
66	CC(C)(CO)NC(=O)C(c1ccccc1)c1ccccc1	2	-9	99	-24	0	101	-1.0	2	18	-2
67	CCC(C)(C)C1CCC(=NNS(=O)(=O)c2ccc(C)c([N+](=O)[O-])c2)CC1 (configuration not stated)	3	-17	100	.	-5	98	1.3	11	-3	1
68	c1ccc(Cn2ncc3c(N4CCCCC4)ncnc32)cc1	2	-7	82	-40	-1	73	-1.7	1	11	-8
69	CCC(C)NC(=O)Cn1c(=O)n(CCCCCC(=O)Nc2ccccc2)c(=O)c2sccc21 (configuration not stated)	3	3	88	-1	-4	90	-2.0	14	1	-3
